# RORg inh = qHTS for inhibitors of ROR gamma transcriptional activity; Drosophila S2 Gal4-RORgamma UAS-luciferase reporter, 20 h; Nuclear receptor ROR-gamma (Mus musculus), P51450; hit rate 5.4% among 310,000; Potency, µM (series often up to 53.6 µM), for inactives: at the top dose activity change, negative = inhibition, usual class: inhibitors; further: on the % scale 0 is the no-effect control and ±100 the full control effect; nearly all actives have a fitted effect of over 60% in size
#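 Using a luciferase readout, inhibitors were identified by reduced reporter activity in Drosophila cells coexpressing a copper-inducible Gal4–ROR gamma fusion and UAS-driven Photinus luciferase, incubated 20 hr after 700 uM copper sulfate.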
# Gal4-VP16 FLuc = VP16 counterscreen qHTS for inhibitors of ROR gamma transcriptional activity; Drosophila S2 Gal4-VP16 UAS-luciferase, luminescence, 20 h; Potency, µM (highest dose often 53.6 µM), without a hit: at the top dose activity, negative = inhibition, usual class: inhibitors; hit rate 3.5% among 310,000; AID 2546, 2010;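 further: Gal4-VP16 expression switched on by copper sulfate through the metallothionein promoter; on the % scale 0 is the no-effect control and ±100 the full control effect; nearly all actives have a fitted effect of over 50% in size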
# Rab9 prom act = qHTS Assay for Rab9 Promoter Activators | Huh7 Rab9 promoter-luciferase reporter, luminescence, 24 h | Potency, µM (titrated, usually from 9.22 µM), for inactives: at the top dose activation, negative = inhibition, hits mostly activators | hit rate 2.8% among 320,000 | AID 485297, 2010; further: % of control where 0% means no effect; nearly all actives have a fitted effect of over 60% in size
#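 Quantitative HTS format; Huh7 Rab9-luciferase reporter cells (1500/well) receive compound 2 h post-plating, incubate 24 h at 37 °C, then get luciferase reagent for 10 min before luminescence reading.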
# ELG1 genotoxic = qHTS screen for small molecules that induce genotoxicity in human embryonic kidney (HEK293T) cells expressing luciferase-tagged ELG1 | hit rate 1.3% among 330,000 | Potency, µM (series often up to 46 µM), inactives show at the highest dose activity change, positive = activation, actives largely listed as activators | HEK293T ELG1-luciferase reporter, luminescence, 16 h; further: % of control where 0% means no effect; nearly all actives have a fitted effect of over 60% in size
#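 Genotoxicity was scored as increased ELG1-luciferase reporter signal, measured by ONE-Glo luminescence (30 min, room temperature). Compound or vehicle exposure of the HEK293T reporter cells lasted 16 hr at 37°C.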
# p53 reactivation = qHTS assay for re-activators of p53 using a Luc reporter. Potency, µM (series often up to 92.2 µM), for the others: at the highest dose activity change, positive = activation, usual class: activators. AID 504706, 2011. H1299 p53-A138V BP100-luciferase reporter, luminescence, 24 h. hit rate 0.063% among 320,000; further: % of control where 0% means no effect; nearly all actives have a fitted effect of over 45% in size
#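 H1299 (p53-null), stable ts p53-A138V + BP100-Luc; 1000 cells/well, Opti-MEM/10% FBS; cpd 4 pt, 1:5; 24 h, 37 deg C, 5% CO2; detection reagent 10 min RT; luminescence.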
# uPA generation = qHTS for Inhibitors of Cell Surface uPA Generation. hit rate 0.31% among 330,000. AID 540303, 2011. Potency, µM (titrated, usually from 38.3 µM), for inactives: at the top dose activity change, negative = inhibition, hits mostly inhibitors. cell surface uPA generation assay, qHTS; active means well fitted inhibition curve with a large enough effect; inconclusive means small, poorly fitted or top-dose-only effect; inactive means no such curve, though single readings can be large or run the other way; tested in mouse RAW 264.7 cells; further: on the % scale 0 is the no-effect control and ±100 the full control effect; nearly all actives have a fitted effect of over 55% in size
# MBNL1 CUG block = qHTS Assay for Inhibitors of MBNL1-poly(CUG) RNA binding. TR-FRET MBNL1-His/biotin-(CUG)12 binding, 665/545 ratio. Potency, µM (top dose mostly 57.5 µM), for the others: top-dose activity change, negative = inhibition, most hits filed as inhibitors. hit rate 0.036% among 280,000. Muscleblind-like protein 1 (Homo sapiens), Q9NR56; active means well fitted inhibition curve with a large enough effect in the signal ratio, with a control signal flat, not every such curve was filed as active; inconclusive means small, poorly fitted or top-dose-only effect, or effect the other way, or a change in a side signal; inactive means no such curve, though single readings can be large or run the other way; the % refers to the signal ratio; further: on the % scale 0 is the no-effect control and ±100 the full control effect
# Target sequence (Q9NR56 whole entry, looked up): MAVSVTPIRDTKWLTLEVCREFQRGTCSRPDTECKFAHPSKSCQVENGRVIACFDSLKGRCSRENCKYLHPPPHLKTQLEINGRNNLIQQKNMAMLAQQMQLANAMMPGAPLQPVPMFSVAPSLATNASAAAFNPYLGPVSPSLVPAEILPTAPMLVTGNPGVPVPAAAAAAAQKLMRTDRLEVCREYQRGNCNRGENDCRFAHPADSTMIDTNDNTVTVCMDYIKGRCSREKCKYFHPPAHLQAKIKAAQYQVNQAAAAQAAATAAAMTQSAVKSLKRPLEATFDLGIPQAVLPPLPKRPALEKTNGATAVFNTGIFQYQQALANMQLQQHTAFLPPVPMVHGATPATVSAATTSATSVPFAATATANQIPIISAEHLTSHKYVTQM
#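 Inhibition of protein-RNA binding appears as loss of TR-FRET between terbium anti-His antibody on MBNL1-His and streptavidin-XL665 on biotin-(CUG)12. Activity is normalized to buffer-only and uninhibited-complex controls.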
# NPC1 prom act = qHTS Assay for NPC1 Promoter Activators | Huh7 NPC1 promoter luciferase reporter, 24 h | Potency, µM (top dose mostly 9.22 µM), for inactives: at the top dose activation, usual class: activators | hit rate 2.4% among 320,000 | AID 485313, 2010;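 further: % of control where 0% means no effect; nearly all actives have a fitted effect of over 60% in size; reporter is driven by a mutant NPC1 promoter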
#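 Stable NPC1-promoter luciferase Huh7 line; cpd (DMSO) 24 h, 37 °C, 5% CO2; Amplite luciferase reagent 10 min RT; luminescence readout. qHTS format.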
# CXXC DNA block = qHTS Fluorescence Polarization Assay for Inhibitors of MLL CXXC domain - DNA interaction; Histone-lysine N-methyltransferase 2A (Homo sapiens), Q03164; MLL-CXXC / FITC-HOXA9 DNA fluorescence polarization; Potency, µM (doses to about 115 µM), for the others: at the top dose activity change, negative = inhibition, most hits filed as inhibitors; hit rate 0.037% among 290,000; AID 2662, 2010; active means well fitted inhibition curve with a large enough effect in the polarisation, with a control signal flat, not every such curve was filed as active; inconclusive means small, poorly fitted or top-dose-only effect, or effect the other way, or a change in a side signal; inactive means no such curve, though single readings can be large or run the other way; the % refers to the polarisation
#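 Purified MLL-CXXC (added from a 7 uM solution) was preincubated 5 min at ambient with pinned compounds in 50 mM Tris-HCl pH 7.5, 50 mM NaCl, 1 mM DTT, 0.05% BSA. Fluorescein-labeled HOX-A9 DNA (50 nM solution) followed, 30 min, then polarization read.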
# BRCA1 expr up = qHTS Assay to Identify Small Molecule Activators of BRCA1 Expression. MCF7-BRCA1-FFLuc reporter, luminescence, 48 h; response scale: scaled: vehicle 0%, 10 µM genistein 100%. Potency, µM (titrated, usually from 46.1 µM), without a hit: at the top dose activation, actives largely listed as activators. hit rate 1.1% among 380,000; further: nearly all actives have a fitted effect of over 80% in size; some results filed as inactive show a strong effect at the top dose
#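 MCF7 cells carrying a BRCA1-firefly luciferase reporter (2000 cells/well, phenol-red free MEM) were attached for 2 h at 37 °C, then given compounds for 48 h. Luminescence was read 15 min after luciferase reagent; activity normalized to genistein (10 microM) and DMSO.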
# FLuc modulator = qHTS profiling assay for firefly luciferase inhibitor/activator using purifed enzyme and Km concentrations of substrates (counterscreen for miR-21 project); Luciferin 4-monooxygenase (Photinus pyralis), P08659; purified FLuc, Km substrates, luminescence inhibition; Potency, µM (top dose mostly 57.5 µM), without a hit: top-dose activity change, negative = inhibition, hits mostly inhibitors; hit rate 6.9% among 360,000;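 further: plate controls were vehicle for no effect and reference inhibitor for full effect; nearly all actives have a fitted effect of over 55% in size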
# Target sequence (P08659 whole entry, looked up): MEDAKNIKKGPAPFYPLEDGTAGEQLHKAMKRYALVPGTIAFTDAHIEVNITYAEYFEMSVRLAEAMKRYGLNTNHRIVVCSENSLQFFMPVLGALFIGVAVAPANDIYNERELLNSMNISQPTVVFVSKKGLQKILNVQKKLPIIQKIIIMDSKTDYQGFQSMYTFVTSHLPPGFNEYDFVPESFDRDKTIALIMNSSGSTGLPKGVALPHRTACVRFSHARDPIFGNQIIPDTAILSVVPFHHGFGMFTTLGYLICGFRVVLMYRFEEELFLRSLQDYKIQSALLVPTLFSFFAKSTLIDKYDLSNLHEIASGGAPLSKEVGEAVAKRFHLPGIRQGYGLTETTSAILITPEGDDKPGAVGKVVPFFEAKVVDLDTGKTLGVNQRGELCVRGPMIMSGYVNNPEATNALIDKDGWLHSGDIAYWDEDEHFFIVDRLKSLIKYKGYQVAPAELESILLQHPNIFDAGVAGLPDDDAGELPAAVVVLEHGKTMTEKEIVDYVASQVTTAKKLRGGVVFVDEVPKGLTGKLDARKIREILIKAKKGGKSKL
#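 Purified P. pyralis luciferase (10nM final) with 10uM D-luciferin and 10uM ATP (Km levels) in 50mM Tris acetate pH 7.5, 10mM Mg acetate, 0.01% Tween-20, 0.05% BSA; qHTS 6-point titration, ~60 µM downward; luminescence read.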
# An asterisk follows results filed as active; ? = inconclusive; / = not tested or not shown; & = joins results of further samples; [ ] = dose if it differs, or a comment. Unless noted, the call rests on the fitted dose curve; in most records, active means well fitted curve in the direction sought with a large enough effect; inconclusive means small, poorly fitted or top-dose-only effect, or another doubt; inactive means no such curve, though single readings can be large; an effect the other way counts as inactive or inconclusive. Potency means the concentration at half of the fitted maximal effect. Not all compounds are listed; rates above refer to the full screens.
SMILES,RORg inh,Gal4-VP16 FLuc,Rab9 prom act,ELG1 genotoxic,p53 reactivation,uPA generation,MBNL1 CUG block,NPC1 prom act,CXXC DNA block,BRCA1 expr up,FLuc modulator
COc1ccccc1OCC#CCn1ccnc1,-30.0%,1.6%,-3.2%,0.1%,1.7%,3.3%,-1.0%,-5.1%,-3.2%,-12.8%,-2.2%
O=C(CN1CCN(S(=O)(=O)c2ccc(Cl)s2)CC1)NCc1ccc(Cl)cc1,?,-26.1%,2.7%,-3.7%,-0.4%,-2.3%,-6.2%,-5.0%,-5.1%,-49.6%,7.0%
COc1ccccc1CNC(=O)CS(=O)(=O)c1ccccc1,15.5%,2.0%,-0.2%,-0.3%,7.8%,-2.3%,6.0%,-2.3%,?,-15.1%,4.0%
COc1ccc(CCC(=O)NCCS(=O)(=O)N2CCN(c3ccccc3F)CC2)cc1,/,/,-2.6%,-10.4%,-2.4%,2.5%,/,-1.5%,/,-24.0%,0.1%
N#Cc1c(N)n(CCCN2CCOCC2)c2nc3ccccc3nc12,-13.3%,-11.5%,-9.4%,-6.6%,-11.4%,0.7%,?,-0.4%,-6.5%,0.0%,-0.4%
CNCc1ccc(OCc2ccccc2)c(OC)c1,18.4%,-0.8%,15.1%,6.1%,-2.8%,-2.0%,-0.5%,4.1%,-6.3%,69.5%,-2.6%
O=C(CCN1C(=O)/C(=C/c2ccccc2F)SC1=S)N[C@@H](CO)Cc1ccccc1,-35.2%,-14.3%,-9.5%,-19.1%,-24.7%,-9.5%,23.4%,-14.2%,-5.5%,-32.6%,3.9%
O=C(O)c1cc(-c2cccs2)nc2ccc(Br)cc12,9.1%,-4.0%,2.5%,-1.2%,6.2%,/,/,1.5%,1.7%,/,19µM*
O=C(NCc1ccco1)C(c1ccncc1)N(C(=O)Cc1cccs1)c1ccccc1 (configuration not stated),11.3%,5.4%,0.1%,-2.4%,-3.4%,1.8%,-13.6%,-0.6%,1.3%,-22.4%,1.1%
CCn1cc(C(=O)NCCc2ccc(C)cc2)c(=O)c2cc(S(=O)(=O)N(C)C)ccc21,34.7%,2.4%,-2.9%,-2.5%,-4.1%,6.5%,6.8%,-1.0%,3.2%,-10.1%,-3.4%&-3.8%
COc1ccc(N2CCN(C(=O)c3csc4ccccc34)CC2)cc1,?,-4.9%,-1.7%,-1.1%,4.1%,/,-3.7%,2.0%,-4.3%,-21.3%,5.3%
COc1ccc2[nH]c3c(c2c1)CCN1C(=O)N([C@@H](C)C(=O)NCc2ccco2)C(=O)[C@]31C,-9.3%,-3.3%,-1.5%,0.2%,4.7%,-2.0%,-1.5%,1.7%,-1.4%,-8.6%,2.3%
CCN(CC(=O)Nc1c(F)cccc1F)C(=O)CN1C(=O)C2CCCCC2C1=O (configuration not stated),/,/,-2.4%,0.5%,-4.1%,-5.1%,/,-0.7%,/,5.6%,4.1%
CCc1nnc(NC(=O)CC(=O)Nc2ccccc2C(=O)O)s1,?,-28.4%,?,1.2%,?,/,-11.5%,17.5%,2.5%,-1.6%,15.1µM*
C=CCOC(=O)CCC(=O)Nc1cc(OC)nc(OC)n1,-13.7%,1.3%,-4.2%,-2.7%,16.4%,/,-0.6%,-4.0%,-4.8%,-19.1%,5.8%
O=C(CN1CCN(Cc2ccc3c(c2)OCO3)CC1)Nc1ccc2c(c1)OCO2,5.8%,-5.4%,1.3%,0.5%,-8.8%,-0.1%,3.2%,0.1%,-3.6%,-12.5%,0.9%
O=C(CSC(=S)N1CCCC1)N1CCN(S(=O)(=O)c2ccccc2F)CC1,/,/,-1.4%,-6.1%,-6.4%,0.8%,/,-0.2%,/,8.0%,3.5%
Cc1ccc(C(C(=O)NCc2ccccc2)N(Cc2ccco2)C(=O)c2snc(C(N)=O)c2N)o1 (configuration not stated),44.3%,17.6%,0.1%,-15.9%,-5.2%,3.4%,16.2%,-0.9%,-2.0%,-14.5%,-0.2%
COc1ccc(SC[C@H](Cc2ccccc2)N2CC[C@@H](C)CCC2=O)cc1,/,/,-5.4%,-6.8%,-7.9%,-7.4%,/,-2.6%,/,-37.8%,-7.1%
Cc1ccc(/C=C(\C#N)C(=O)NCc2ccco2)o1,-33.1%,-13.3%,18.0%,?,5.7%,7.3%,?,6.5%,15.1%,52.6%,-14.5%
COC(=O)c1ccc(NC(=S)N2CCN(Cc3ccccc3)CC2)cc1,3.3%,?,3.4%,-5.8%,-1.0%,-1.0%,-15.5%,6.4%,3.2%,-0.7%,-6.4%
CCCS(=O)(=O)N1CCN(C(=O)c2cccnc2)CC1,7.2%[0.365 µM],/,0.4%,-3.8%,3.8%,-1.0%,-2.4%,-0.5%,-3.7%,1.4%,1.3%
O=C(CCOc1ccccc1)Nc1ccnn1C1CCN(CCc2ccccc2)CC1,-3.7%,1.6%,-3.9%,-4.9%,-12.7%,-2.1%,-3.9%,-4.2%,0.8%,-2.5%,2.9%
OCCN1CCN(C(=S)Nc2ccc(SC(F)F)cc2)CC1,-0.9%,0.0%,0.0%,0.3%,-0.1%,/,-2.6%,-0.8%,8.8%,-2.6%,?
O=C(CCN1C(=O)/C(=C/c2ccc(F)cc2)SC1=S)NNC(=O)c1cccnc1,14.3%[10 µM],2.9%,-17.4%,4.8%,-2.5%,-3.0%,/,-6.5%,-5.3%,-34.0%,1.0%
CCN(CC)S(=O)(=O)c1cc(Br)c(C)cc1OC,-29.9%,3.8%,4.9%,1.1%,-2.0%,8.0%,3.6%,1.1%,1.9%,-30.4%,3.0%
O=C(Cc1ncn[nH]1)NCCc1ccccc1,11.6%,-14.4%,0.7%,2.3%,-1.9%,-4.6%,6.5%,-4.0%,6.0%,4.4%,-0.5%
O=C1c2sc3nc4ccccc4n3c2C(=O)N1c1ccccc1Cl,2.1%,-4.6%,13.7%,0.7%,7.7%,-0.3%,1.1%,-2.9%,0.8%,38.3%,?
COc1ccc(-c2ccc(C(C)=O)cc2)cc1[C@H]1[C@@H]2C=CCC[C@@]2(C)C(=O)N1Cc1ccccc1,27.4%,4.2%,-8.6%,-6.1%,0.4%,13.3%,-2.9%,-7.7%,-6.5%,-33.3%,0.4%
O=C(Cc1ccc2c(c1)CCCC2)Nc1ccccc1Cl,8.3%,?,0.9%,1.1%,22.2%,1.0%,20.6%,0.5%,-5.3%,4.4%,-14.6%
O=C(CSc1ccccc1C(=O)O)NCC1CCCCC1,-3.3%,12.4%,-1.3%,4.3%,6.1%,-0.2%,-6.5%,-2.9%,17.9%,-5.0%,-20.1%
Cc1nc2ccc(NC(=O)c3cccs3)cc2c(=O)n1Cc1ccc(Cl)cc1,?,-5.8%[0.365 µM],-15.9%,-28.6%,-14.1%,-14.7%,-0.6%,-8.2%,29.6%,-100.0%[inhibitor],-0.1%
CN(C)S(=O)(=O)c1cccc(NC(=O)CO/N=C(\N)c2ccccc2)c1,/,/,-3.8%,5.9%,2.7%,-4.4%,/,2.1%,/,1.1%,?
Brc1ccc(COn2ccnc2)cc1,-23.9%,-2.8%,-2.3%,0.6%,1.9%,-11.2%,-6.8%,-4.6%,4.3%,13.2%,-1.0%
O=C1[C@H]2[C@@H](/C=C/c3ccccc3)N3C(=O)CN(CCO)C(=O)[C@@]3(Cc3ccccc3)[C@H]2C(=O)N1c1ccccc1,3.9%,2.5%,-4.8%,-0.9%,6.1%,14.8%,-6.3%,2.0%,6.4%,-22.3%,3.0%
CCOC(=O)c1cc2sccc2n1CC(=O)Nc1ccc(OC)c(OC)c1,8.4%,2.7%,3.8%,-2.2%,-1.5%,-4.2%,3.8%,-2.9%,-6.8%,-0.6%,-1.4%
CCOc1cc(CNCc2ccccn2)cc(Cl)c1OC,-25.5%,2.8%,-11.6%,-1.5%,11.6%,-0.2%,-0.4%,-1.5%,-12.8%,-8.7%,-2.2%
O=C(N/N=C/c1ccc([N+](=O)[O-])o1)C1CC1,7.94µM*,3.6%,-3.3%,-12.8%,6.4%,?,?,1.4%,2.2%,-56.1%,-0.1%

# High-throughput results: PubChem, National Center for Advancing Translational Sciences (NCATS)
